Screens from PubChem.
mIAP act – mouse IAP activation; muIAP, CDP-Star luminescence, 30 min; stronger effect = higher value; 1 = vehicle-only enzyme signal, 0 = enzyme-free wells; activation factor at 10 µM; actives 0.24% (n = 330,000);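 active means activation factor of at least 2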; further: the source names both 10 and 20 µM as test concentration; values of inactives mirror those of a sister screen read the other way
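Assay system: mouse IAP enzyme / Compound: DMSO-dissolved test compounds / Timing: 30 min, room temperature / Measured by: luminescence from enzymatic CDP-Star hydrolysis / Control set: DMSO-only wells, enzyme-free buffer wells as negative control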
NALP3 yeast inh – inhibitors of NALP3 inflammasome in yeast. AID 2825. Yeast reconstituted NLRP3/ASC/caspase-1, beta-gal luminescence, 24 h. actives 0.39% (n = 330,000). inhibition, % at 10 µM;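 active means inhibition of 50% or more; inactive means inhibition below 50%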;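 further: plate controls were induced DMSO wells for no effect and uninduced yeast grown without galactose for full effect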
hIAP activ – human IAP activation; activation factor at 10 µM; purified human IAP, CDP-Star luminescence, 30 min; stronger effect = higher value; 1 = vehicle-only enzyme, 0 = enzyme-free background; actives 0.16% (n = 330,000); P09923; AID 2524;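 active means activation factor of the enzyme at least 2-fold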; further: the source names both 10 and 20 µM as test concentration; values of inactives mirror those of a sister screen read the other way
Target sequence (P09923 whole entry, looked up): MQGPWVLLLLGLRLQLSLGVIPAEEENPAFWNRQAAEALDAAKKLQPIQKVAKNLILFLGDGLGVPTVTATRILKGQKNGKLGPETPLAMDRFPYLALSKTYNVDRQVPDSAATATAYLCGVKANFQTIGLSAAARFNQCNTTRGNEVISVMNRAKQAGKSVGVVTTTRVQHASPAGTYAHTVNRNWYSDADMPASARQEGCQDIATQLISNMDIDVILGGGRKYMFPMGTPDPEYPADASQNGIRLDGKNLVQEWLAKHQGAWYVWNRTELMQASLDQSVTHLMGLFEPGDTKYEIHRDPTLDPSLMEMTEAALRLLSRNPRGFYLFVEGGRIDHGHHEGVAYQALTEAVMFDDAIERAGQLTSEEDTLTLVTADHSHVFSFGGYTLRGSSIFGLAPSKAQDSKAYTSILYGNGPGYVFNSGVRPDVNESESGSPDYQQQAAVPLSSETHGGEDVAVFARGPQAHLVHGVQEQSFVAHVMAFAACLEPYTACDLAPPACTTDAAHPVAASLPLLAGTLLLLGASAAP
A3G deaminase – blocks human APOBEC3G single-stranded DNA deamination. inhibition, % at 20 µM. actives 0.28% (n = 330,000). recombinant A3G, ssDNA deamination FAM/TAMRA fluorescence;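 active means inhibition of at least 40% at 20 µM, with no more than 30% in the related APOBEC3A deaminase screen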;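 further: plate controls were DMSO wells with A3G for no effect and wells lacking A3G enzyme for full effect; some compounds called inactive have numbers as strong as hits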
hIAP block – blocks human intestinal alkaline phosphatase; AID 2544; inhibition, % at 10 µM; purified IAP, CDP-Star luminescence, 30 min; actives 0.12% (n = 330,000);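 active means inhibition reaching a set limit with compound at 10 µM in the primary screen, cut at about 35% in these data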;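 further: plate controls were DMSO wells with enzyme for no effect and no-enzyme buffer wells for full effect; values of inactives mirror those of a sister screen read the other way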
APOBEC3A inh – human APOBEC3A DNA deaminase inhibition. actives 0.41% (n = 330,000). recombinant A3A, FAM/TAMRA ssDNA deamination fluorescence. inhibition, % at 20 µM. AID 493011;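 active means at least 40% inhibition at 20 µM here, with at most 30% in a related deaminase screen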;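 further: plate controls were A3A with DMSO for no effect and wells lacking A3A enzyme for full effect; some results filed as inactive read as strong as hits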
Target sequence (P31941 whole entry, looked up): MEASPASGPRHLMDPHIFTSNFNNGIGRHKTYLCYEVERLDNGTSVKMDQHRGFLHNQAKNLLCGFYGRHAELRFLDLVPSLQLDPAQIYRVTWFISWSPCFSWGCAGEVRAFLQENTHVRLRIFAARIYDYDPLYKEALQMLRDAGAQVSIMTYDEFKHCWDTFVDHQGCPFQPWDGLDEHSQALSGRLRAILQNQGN
MIN6 prolif – induces beta-cell replication in MIN6 cells; proliferation, % at 10 µM; MIN6 cells proliferation, ATPlite luminescence, 48 h; cells starved in 0.2% serum; 100% = growth in 10% serum; actives 0.29% (n = 330,000);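 active means compounds whose signal lies at least 3.5 SD above the mean of all wells on their plate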;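 further: 0% = DMSO-treated cells in low-serum medium and 100% = 10% serum control; some compounds called inactive have numbers as strong as hits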
SENP1 FRET inh – inhibitors of human SENP1 SUMO protease catalytic domain; Q9P0U3; recombinant SENP1 catalytic domain, CyPet-SUMO1-YPet FRET cleavage; actives 0.21% (n = 360,000); inhibition, % at 10 µM;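 active means inhibition at least 30% at 10 µM, raw YFP signal under a set limit, fluorescence ratio 0.5 to 1.5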;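 further: 0% = enzyme with DMSO and 100% = no enzyme wells; some results filed as inactive read as strong as hits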
Target sequence (Q9P0U3 419-644 limits assumed): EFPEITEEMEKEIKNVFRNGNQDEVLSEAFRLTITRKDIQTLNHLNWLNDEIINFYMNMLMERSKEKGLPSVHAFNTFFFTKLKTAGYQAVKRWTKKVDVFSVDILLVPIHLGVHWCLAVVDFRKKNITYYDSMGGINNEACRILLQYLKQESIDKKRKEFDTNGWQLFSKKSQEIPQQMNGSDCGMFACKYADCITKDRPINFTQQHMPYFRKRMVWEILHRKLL
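Controls: no-enzyme wells low, DMSO-plus-enzyme wells high control. Test system: human recombinant His6-tagged SENP1 catalytic domain enzyme. Reagent: SFCypet-SUMO1-SFYpet FRET protein substrate, 25 nM final. Doses: one dose per compound, 10 µM, 0.5% DMSO. Detection: FRET, CFP and YFP emission. Timing: 50 min reaction at room temperature.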
mIAP block – blocks mouse intestinal alkaline phosphatase; inhibition, % at 10 µM; actives 0.2% (n = 330,000); AID 2806; purified mouse IAP, CDP-Star luminescence, 30 min;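 active means inhibition of at least 40% at 10 µM in the primary screen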;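 further: plate controls were DMSO with enzyme for no effect and no enzyme wells for full effect; values of inactives mirror those of a sister screen read the other way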
Active calls of the source: *. Not all compounds are listed; count on the stated rates, not on these rows.

SMILES	mIAP act	NALP3 yeast inh	hIAP activ	A3G deaminase	hIAP block	APOBEC3A inh	MIN6 prolif	SENP1 FRET inh	mIAP block
CCN(CCO)C(=O)C(c1ccccc1)c1ccccc1	0.95	-3	0.77	-4	23	-3	-2	3	5
COc1cccc(C(=O)NNC(=O)Cc2cccs2)c1	1	8	1.1	-7	-14	-3	-1	-1	-5
CCOc1ccc(S(=O)(=O)NCCC(=O)NC2CCC(C)CC2)cc1 (configuration not stated)	0.98	1	0.92	-4	8	-5	-1	2	2
COc1cccc(OC)c1C(=O)Nc1ccc2c(c1)CCCN2S(=O)(=O)c1ccc(C)cc1	1.1	1	1.1	-7	-15	-4	-2	-1	-5
Cc1cc(C(=O)CN2CCC(C)CC2)c(C)n1-c1ccc(F)cc1	0.96	-7	1	-4	-4	-3	-1	-3	4
O=C1C(=O)N(c2nccs2)C(c2ccccc2)/C1=C(\O)c1ccc2c(c1)OCCO2 (configuration not stated)	1	13	1.1	-5	-7	-6	-7	26	-1
COc1cccc(CC(=O)OCC(=O)NCc2ccc3c(c2)OCO3)c1	1.1	-2	1.2	1	-15	1	-2	3	-10
CCCCNC(=O)c1onc(CSc2ccccc2F)c1C(=O)O	1.1	4	1.1	12	-11	3	-2	0	-11
O=C(c1cc(=O)[nH]c2ccccc12)N1CCN(S(=O)(=O)c2ccc(Cl)cc2)CC1	1.1	6	1.1	-8	-9	0	1	3	-7
CC(C)CCn1c2ccccc2c2cc(CC(N)=O)ccc21	1.1	34	1.1	-8	-10	1	-1	-2	-5
O=c1c2[nH]cnc2n(-c2cccc(F)c2)c(=O)n1Cc1ccccc1	0.95	15	0.84	-3	16	1	-1	1	5
CC(=O)c1ccc(N(C(=O)c2ccco2)C(C(=O)NC2CCCC2)c2cccs2)cc1 (configuration not stated)	0.94	-11	0.97	-4	3	-3	0	-1	6
COC(=O)/C(C#N)=C/c1c[nH]c2ccccc12	1.1	43	0.89	4	11	-1	2	-36	-10
CCCCCNC(=O)C1CC=CCC1C(=O)O (configuration not stated)	0.98	-16	0.96	0	4	5	1	1	2
O=C(Nc1ccc2c(c1)oc1ccccc12)N1CCOCC1	0.99	2	0.75	-3	25	-2	-3	-1	1
Cc1cccc(C)c1NC(=O)Cc1cccs1	1.1	3	1	-3	-4	0	1	-5	-7
Cc1cccc(-c2nc(-c3ccncc3)no2)c1	1.1	2	1.2	4	-19	0	-1	0	-6
Nc1ccc(C(=O)c2ccccc2C(=O)O)cc1Cl	0.94	-13	0.97	-9	3	-2	-4	2	6
COc1ccc(CCN(C)C(=O)c2oc3ccccc3c2C)cc1OC	0.97	18	0.96	-9	4	-5	4	1	3
CCOC(=O)/C=C1\NC(C)(C)Cc2cc(OC)c(O)cc21	1.1	-8	1.1	-5	-9	-4	-1	2	-9
CCC(=O)Nc1ccc(Cl)c(NC(=O)c2ccc(Br)o2)c1	1	15	1.1	-3	-8	4	-1	4	-3
O=C(CN1C(=O)C2CC=C(Cl)CC2C1=O)N1CCOCC1 (configuration not stated)	1	0	1.1	-8	-6	-4	-2	2	-3
O=C(O)c1cccc(S(=O)(=O)N(Cc2ccccc2)c2ccc(Cl)cc2)c1	0.95	6	1.1	-6	-11	-4	-4	1	5
COC(=O)c1ccc(COc2ccc(C)c(C)c2)o1	1	35	1.1	-2	-9	-2	2	-2	-4
Nc1nn2c(C(F)(F)F)cc(=O)[nH]c2c1N=Nc1cccc(F)c1	0.9	26	0.86	-5	14	-2	-3	2	10
COc1cccc(C(=O)NC2CCNCC2)c1	1	12	0.93	-7	7	-2	0	2	0
O=C(Cc1ccccc1)Nc1ncccc1Cl	0.98	32	0.91	-4	10	2	-1	0	2
Cc1ccc(N=C2SCCCN2C(=O)C2=COCCO2)cc1Cl	0.9	11	0.92	-6	8	10	-5	-2	10
COc1ccc(Br)cc1/C=N/n1c(C)nc2ccccc2c1=O	0.99	19	1.1	-8	-9	-4	1	0	1
Cc1ccccc1OCc1nc(-c2ccc(NC(=O)c3cccs3)cc2)no1	1	16	0.94	-6	6	2	-4	2	-2

An excerpt from above in order of their number in mIAP act, ascending:
Compound	mIAP act	NALP3 yeast inh	hIAP activ	A3G deaminase	hIAP block	APOBEC3A inh	SENP1 FRET inh	mIAP block
COc1ccc(CCN(C)C(=O)c2oc3ccccc3c2C)cc1OC	0.97	18	0.96	-9	4	-5	1	3
CCC(=O)Nc1ccc(Cl)c(NC(=O)c2ccc(Br)o2)c1	1	15	1.1	-3	-8	4	4	-3
Cc1cccc(C)c1NC(=O)Cc1cccs1	1.1	3	1	-3	-4	0	-5	-7

Later entries:
SMILES	mIAP act	NALP3 yeast inh	hIAP activ	A3G deaminase	hIAP block	APOBEC3A inh	MIN6 prolif	SENP1 FRET inh	mIAP block
N#CC(NC(=O)OCc1ccccc1)c1ccccc1 (configuration not stated)	1.1	10	0.87	21	13	2	0	2	-11
O=C(N/N=C/c1cccnc1)c1ccc(F)cc1	0.94	19	0.99	-11	1	-5	-3	2	6
CCC(C)N(C(=O)CN1C(=O)NC2(CCc3ccccc32)C1=O)C1CCS(=O)(=O)C1 (configuration not stated)	0.96	-1	1	0	-4	0	-4	-21	4
O=C(O)C1CCC(c2ccc(-c3ccccc3)cc2)CC1 (configuration not stated)	1.1	-12	1.2	-6	-21	-1	-2	1	-14
COC(=O)C1=CN(C2CC2)C=C(C(=O)OC)C1c1ccc(C(F)(F)F)cc1	1.1	-2	1.2	-3	-20	0	-3	-176	-13
COc1ccccc1CCC(=O)OCc1csc(CC(=O)Nc2ccccc2C)n1	1.1	12	0.98	-5	2	-3	-3	-4	-11
CCN(CC)S(=O)(=O)c1ccc(NC(=O)C2CCCO2)cc1 (configuration not stated)	0.97	12	1	-5	-3	1	0	0	3
Cc1cc(C)c(C)c(S(=O)(=O)N2CCN(C(=O)c3ccco3)CC2)c1C	1.1	14	1	-1	-2	-5	1	4	-9
CCCC/C=C/C(NC(=O)c1ccc(C(=O)OC)cc1)c1ccccc1 (configuration not stated)	1	27	0.97	-11	3	-2	-7	-1	-1
CC(=O)Nc1cccc(C(=O)/C=C/c2ccc(C)cc2)c1	0.97	36	0.88	-6	12	-2	-7	1	3
CCCCn1c(N)c(N(CCC(C)C)C(=O)c2ccc(-c3ccc([N+](=O)[O-])cc3)o2)c(=O)[nH]c1=O	0.96	9	0.94	-4	6	6	-3	-11	4
CC12CCC(=O)N1C(C(=O)Nc1nc3ccc(Cl)cc3s1)CS2 (configuration not stated)	0.99	-4	1	-5	-1	11	-7	-9	1
CSCCC(NC(=O)c1ccccc1)C(=O)NNC(=O)c1ccccc1 (configuration not stated)	1.1	5	1.2	-7	-16	-2	-1	1	-8
Cc1ccc(NC(=O)CSc2nc(N)cc(N)n2)cc1S(=O)(=O)N1CCOCC1	1.1	1	1.1	-3	-7	3	1	1	-6
CC1CN(C(=O)c2cc3c(s2)CCC3)CC(C)O1 (configuration not stated)	1	2	1.1	-7	-7	-5	-2	1	0
CC(C)Cc1cc(C(=O)NCCc2ccccc2)no1	0.94	28	1	1	-3	2	-3	0	6
COC(=O)C1=C(C)NC(=O)NC1c1ccc(OCC(=O)N2CCCCC2)cc1 (configuration not stated)	1	10	1	0	-3	1	-2	-3	-4
COC(=O)c1ccc(NC(=O)CCN2CCN(CCC(=O)Nc3ccc(C(=O)OC)cc3)CC2)cc1	1.1	0	1.1	-9	-6	-2	-2	3	-12
CN(C)S(=O)(=O)c1ccc(NC(=O)c2ccc(Br)o2)cc1	0.92	17	0.8	-1	20	5	0	0	8
N#CC1=C(N)n2c(s/c(=C\c3ccco3)c2=O)=C(C#N)C1c1ccco1 (configuration not stated)	0.32	3	0.87	72	13	91	0	-21	68*
Nc1[nH]c(=O)[nH]c(=O)c1N=Nc1ccccc1Cl	0.97	20	0.73	3	27	2	1	3	3
CCOC(=O)Cc1csc(SCC(=O)NC(C)C23CC4CC(CC(C4)C2)C3)n1 (configuration not stated)	1.1	-5	0.97	-5	3	-1	0	1	-12
Cc1cc(C)nc(NC(=O)c2cccc(Br)c2)n1	1	6	1.1	-2	-11	-4	-4	0	0
CCOC(=O)c1cc2n(c1/N=C/N(C)C)-c1ccccc1C2=O	1	3	0.96	-19	4	0	-3	12	-1
Cc1nc(C(=O)N(C)C)nn1-c1cc(Cl)cc(Cl)c1	1.1	-3	0.93	0	7	-1	0	0	-6
Cc1ccccc1N1CCN(CCCN2C(=O)C3CCCCN3C2=O)CC1 (configuration not stated)	1	25	1.3	7	-35	-4	-1	1	-5
CC(C)N(Cc1nccn1C)C(=O)c1ccc2oc(Cc3ccccc3)nc2c1	0.99	19	1.3	10	-30	1	1	2	1
O=C(c1ccco1)N1CCN(Cc2nnnn2CCc2ccccc2)CC1	0.94	6	1.1	3	-7	4	-1	2	6
O=[N+]([O-])c1ccc(S(=O)(=O)N(CCCN2CCOCC2)Cc2cccs2)cc1	1	22	0.98	-2	2	2	-1	3	-4
CCCCn1c(N)c(N(CC(C)C)C(=O)Cc2ccc3c(c2)OCCO3)c(=O)[nH]c1=O	0.96	12	0.92	-8	8	7	0	0	4
S=C(NCc1ccccc1)N/N=C/c1cccs1	0.86	31	0.9	1	10	-8	0	-1	14
CS(=O)(=O)c1ccccc1C(=O)Nc1ccccc1Cc1ccccc1	0.97	9	1.3	4	-32	-2	-1	2	3
CCCCN(c1ccc(C(=O)OC)cc1)S(=O)(=O)c1ccccc1	1	20	1.1	13	-5	1	-3	1	-4
COC(=O)c1c(C)[nH]c(C(=O)COC(=O)Cn2cc(C(F)(F)F)ccc2=O)c1C	1	11	1.1	-3	-8	-1	0	1	-3
COc1cccc(OC)c1C(=O)Nc1nc(COc2ccccc2)cs1	0.95	26	1	3	-2	1	-1	-2	4
COc1ccc(-c2nnn(CC(=O)N(CCN3CCOCC3)C(C(=O)NC3CCCCC3)c3ccco3)n2)cc1 (configuration not stated)	1.2	19	1.2	-15	-24	2	-1	-2	-22
Nc1nonc1N/N=C\c1ccccc1	0.93	18	0.9	-8	10	-1	0	1	7
CC(C)(C)OC(=O)NCCCC(CCCNC(=O)OC(C)(C)C)C(=O)O	0.94	-6	0.89	2	11	1	-1	0	6
O=C(CSc1nc(Cc2ccccc2)nc2ccccc12)Nc1nc2c(s1)CCCC2	1	1	0.9	1	10	-1	-2	-3	0
COc1ccc(C(=O)NNC(=O)CSc2nnc3ccccn23)cc1OC	0.99	17	1.2	-5	-15	-5	-3	1	1
N#Cc1c(NC(=O)C2CC=CCC2C(=O)O)sc2c1CCCCCC2 (configuration not stated)	1	3	1.1	-6	-7	2	-1	0	0
CC(C)CC(NC(=O)C1CCCCC1)C(=O)NCc1ccccn1 (configuration not stated)	0.97	-11	1.1	-4	-13	-4	0	2	2

Single entries from above.
In hIAP block, CCCCN(c1ccc(C(=O)OC)cc1)S(=O)(=O)c1ccccc1 reads -5
In hIAP block, O=C(CSc1nc(Cc2ccccc2)nc2ccccc12)Nc1nc2c(s1)CCCC2 reads 10
In SENP1 FRET inh, CC(C)CC(NC(=O)C1CCCCC1)C(=O)NCc1ccccn1 (configuration not stated) reads 2
In mIAP block, S=C(NCc1ccccc1)N/N=C/c1cccs1 reads 14
In MIN6 prolif, Nc1nonc1N/N=C\c1ccccc1 reads 0
In mIAP block, CC(C)(C)OC(=O)NCCCC(CCCNC(=O)OC(C)(C)C)C(=O)O reads 6
